# Screening data deposited in PubChem by National Center for Advancing Translational Sciences (NCATS).
# HCMV antiviral: blocks human cytomegalovirus replication | HFF cells, HCMV-luciferase reporter, 72 h; active compounds read low | activity change, negative = inhibition, % at 57.5 µM | 4.5% of 410,000 active | AID 1259415; in the data active = activity change below about -60%; inconclusive = no clear call, values can overlap the other calls; inactive = above about -39%
#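 Human foreskin fibroblasts infected with luciferase-reporter HCMV at MOI 1 PFU/cell, compounds at two doses. Luciferase measured 72 h post infection; normalized to buffer-only basal and Salinomycin (10uM) controls.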
# AmpC inh detg: inhibitors of E. coli AmpC beta-lactamase with detergent; P00811; AmpC hydrolysis of nitrocefin, absorbance 480 nm, 0.01% Triton; Potency, µM (titrated, usually from 114 µM), without a hit: top-dose activity change, negative = inhibition, usual class: inhibitors; 0.041% of 370,000 active;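 note: potency is the fitted concentration of half-maximal effect; 0% = no-compound wells and -100% = no-enzyme wells; nearly all actives have a fitted effect of over 25% in size; some results filed as inactive show a strong effect at the top dose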
# Target sequence (P00811 whole entry, looked up): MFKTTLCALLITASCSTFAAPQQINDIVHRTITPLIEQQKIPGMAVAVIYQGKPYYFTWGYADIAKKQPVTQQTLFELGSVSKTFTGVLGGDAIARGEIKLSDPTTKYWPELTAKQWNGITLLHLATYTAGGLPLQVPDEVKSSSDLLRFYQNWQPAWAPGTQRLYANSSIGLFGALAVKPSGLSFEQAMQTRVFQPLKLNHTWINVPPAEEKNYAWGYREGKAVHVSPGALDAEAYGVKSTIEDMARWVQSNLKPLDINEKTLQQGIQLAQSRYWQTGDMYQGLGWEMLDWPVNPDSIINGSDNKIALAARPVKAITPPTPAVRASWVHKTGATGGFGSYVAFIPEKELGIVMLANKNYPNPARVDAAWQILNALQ
#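 AmpC (5.3 nM in the dispensed reagent) in 20 mM phosphate pH 7.0 with 0.01% (detergent screen) or 0.0001% Triton X-100 was preincubated with compounds for 15 min at room temperature. Nitrocefin was then added from an 800 uM solution, and hydrolysis was followed at 480 nm.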
# Sm TGR inh: blocks Schistosoma mansoni thioredoxin glutathione reductase | purified TGR, DTNB reduction, TNB absorbance 405 nm | Potency, µM (top dose mostly 114 µM), inactives show at the highest dose activity change, negative = inhibition, most hits filed as inhibitors | 3% of 360,000 active | Q962Y6; note: potency is the fitted concentration of half-maximal effect; nearly all actives have a fitted effect of over 60% in size
#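 TGR 20 nM + NADPH 100 uM (dispensed conc.), cpd preinc 15 min RT; start with NADPH (500 uM addition) then DTNB (15 mM addition). Kinetic TNB absorbance, 405 nm filter. Four-parameter Hill fit across titration.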
# AmpC no deterg: AmpC beta-lactamase inhibition without detergent; Potency, µM (doses to about 57.1 µM), inactives show top-dose activity change, negative = inhibition, hits mostly inhibitors; AmpC nitrocefin hydrolysis, absorbance 480 nm, 0.0001% Triton; AID 485341; P00811; 0.52% of 330,000 active;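 note: potency is the fitted concentration of half-maximal effect; plate controls were no compound for no effect and no enzyme for full effect; nearly all actives have a fitted effect of over 20% in size; some results filed as inactive show a strong effect at the top dose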
#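 AmpC (5.3 nM in the dispensed reagent) in 20 mM phosphate pH 7.0 with 0.01% (detergent screen) or 0.0001% Triton X-100 was preincubated with compounds for 15 min at room temperature. Nitrocefin was then added from an 800 uM solution, and hydrolysis was followed at 480 nm.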
# HCV inh: inhibitors of hepatitis C virus infection | Huh7.5.1 HCVcc-Cre infection, luciferase reporter, 44 h | Potency, µM (series often up to 41.8 µM), for inactives: top-dose activity change, negative = inhibition, usual class: inhibitors | 3.4% of 340,000 active; note: potency is the fitted concentration of half-maximal effect
#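 Seed cells (1,000/well) for 4 h; treat with compound and infect with HCVcc-Cre, moi about 0.5. Incubate 44 h, then detect luciferase activity.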
# Giardia FBPA inh: blocks Giardia fructose-bisphosphate aldolase activity; 0.71% of 290,000 active; A8B2U2; Potency, µM (series often up to 59.6 µM), for the others: top-dose activity, negative = inhibition, usual class: inhibitors; purified Giardia FBPA; AID 2451; note: potency is the fitted concentration of half-maximal effect; nearly all actives have a fitted effect of over 55% in size
# Target sequence (A8B2U2 whole entry, looked up): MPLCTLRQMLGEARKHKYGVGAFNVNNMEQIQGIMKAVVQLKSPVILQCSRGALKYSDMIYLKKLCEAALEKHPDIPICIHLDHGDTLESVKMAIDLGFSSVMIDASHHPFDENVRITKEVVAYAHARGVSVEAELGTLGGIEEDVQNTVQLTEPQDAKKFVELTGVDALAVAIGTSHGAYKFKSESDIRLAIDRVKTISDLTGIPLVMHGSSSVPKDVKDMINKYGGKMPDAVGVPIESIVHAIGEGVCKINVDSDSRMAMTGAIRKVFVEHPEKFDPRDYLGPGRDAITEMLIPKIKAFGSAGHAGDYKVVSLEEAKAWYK
#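 Giardia FBPA (40 nM reagent) was preincubated 10 min at RT with compound (up to 57.5 uM final), then substrate plus GAPDH/TPI/NAD/arsenate coupling system with diaphorase/resazurin was added; resorufin fluorescence (525/598 nm) was read after 20 min.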
# Numbers without * were called inactive; ? = inconclusive; . = no result given; & = joins results of further samples; [ ] = another dose, or the depositor's remark. Unless noted, calls come from the whole dose curve; as a rule, active = well fitted curve in the direction sought with a large enough effect; inconclusive = small, poorly fitted or top-dose-only effect, or another doubt; inactive = no such curve, though single readings can be large; an effect the other way counts as inactive or inconclusive. Unless noted, % is set by controls: 0 for no effect and ±100 for the full control effect. Compounds were not picked by outcome; any-hit rate near 9.9%.
mol,HCMV antiviral,AmpC inh detg,Sm TGR inh,AmpC no deterg,HCV inh,Giardia FBPA inh
COc1ccc(-n2c(CCc3ccccc3)n[nH]c2=S)cc1,-18.0,2.7%,-2.1%,4.1%[2.29 µM],9.6%,0.5%
CCc1ccc(C2NC(=S)NC3=C2C(=O)N(c2ccccc2OC)C(c2ccc(CC)cc2)N3)cc1 (stereo not drawn),-15.8,-6.8%,-8.0%,9.8%,-18.1%,0.5%
Cc1cc(OCC(=O)N2CCC(C(=O)O)CC2)c2c(C)c(C)c(=O)oc2c1,13.3,-13.7%,-33.6%,-19.8%,-6.6%,3.9%
Cc1cccc(NC(=O)[C@@H]2CCCN2C(=O)OC(C)(C)C)c1C,25.7,-11.0%,-3.1%,-5.1%,1.4%,-6.0%
Cc1ccc2oc(=O)cc(CN3CCN(Cc4ccccc4)CC3)c2c1,14.0,4.0%,?,36.7%,-20.6%,-2.5%
C/C(=N\NC(=O)C1COc2ccccc2O1)c1ccccn1 (stereo not drawn),-102.2*,?,-4.6%,-17.7%,4.47µM*,-17.6%
COC(=O)c1ccc(NC(=O)CC2C(=O)N(c3ccc(Cl)cc3)C(=O)N2Cc2ccco2)cc1 (stereo not drawn),3.8,-1.8%,-31.4%,.,.,.
COc1cccc(-c2nn(-c3ccccc3)cc2CNC(C)Cn2cncn2)c1 (stereo not drawn),36.4,-2.3%,24.0%,32.6%,8.6%,5.1%
Cc1cccc(CNC(=O)Cn2ccc3cc(S(=O)(=O)N4CCC(C)CC4)ccc32)c1,14.5,17.1%,0.6%,.,.,.
Cc1noc(C)c1CSCC(=O)N(C)CC(=O)Nc1ccccc1Cl,-5.6,-6.4%,1.7%,3.7%,12.6%,.
CC(Oc1ccc2ccc(=O)oc2c1)C(=O)c1ccccc1 (stereo not drawn),-10.4,?,-15.5%,-22.1%,30.0%[activator],0.8%
CCCc1cc(=O)oc2cc(OC(C)C(=O)NCC3CCC(C(=O)O)CC3)c(Cl)cc12 (stereo not drawn),46.6,-7.3%,7.6%,-16.8%,-54.0%,-14.7%
COc1ccccc1NC(=O)c1ccc(COc2ccc3c(c2)CCC3)cc1,-28.5,-13.2%,-18.7%,-19.6%,7.6%,1.2%
CCOC(=O)/C=C/C(=O)N1CCN(C(=O)/C=C/C(=O)OCC)CC1,11.3,8.1%,?,1.4%,?,-2.7%
COc1cc(NS(=O)(=O)c2ccc(NC(=S)NC(=O)C(C)(C)C)cc2)nc(OC)n1,34.0,3.2%,-30.9%,-26.7%,17.0%,13.0%
Cc1ccc(N2CC(C(=O)OCc3nnc(-c4ccccc4)o3)CC2=O)cc1 (stereo not drawn),-18.1,?,-1.3%,?,3.5%,.
O=C(Nc1cccc(F)c1)OC(CN1CCCCC1)C(F)(F)F (stereo not drawn),16.9,-3.5%,2.9%,-1.2%,26.2%,-0.1%
CCOC(=O)c1c(C)n(C)c2ccc(OC)c(NC(=O)CN3CCSCC3)c12,-0.4,-7.9%,-22.9%,55.7%,-22.9%,-13.3%
CCc1nn(CCCC(=O)NCc2ccc(OC)c(OC)c2)c(=O)c2cc3occc3n12,34.2,?,-31.0%,.,.,.
CC(=O)N1CCN(c2ccnc3cc(Cl)ccc23)CC1,?,-9.2%,-4.5%,-8.6%,20.9%,1.2%
Cc1cccc(-c2nc3c4ccccc4nc(N4CCN(c5cc(C)ccc5C)CC4)n3n2)c1,129.6,14.5%,7.4%,.,.,.
Cc1ccc(S(=O)(=O)CC(=O)Nc2sc3c(c2C#N)CCCCC3)cc1,0.0,0.5%,-5.9%,.,.,.
N#C/C(=C\c1ccc(OC(F)F)cc1)C(=O)N1CCCCC1,-24.9,9.4%,9.3%,4.2%,2.4%,-3.3%
CC(C)CCNC(=O)CN1N=C(c2ccc(Cl)cc2)CCC1=O,72.7&1.7,-9.6%&6.6%,-2.4%&13.9%,49.8%,-5.9%,-2.9%
CC1CC(C)CN(S(=O)(=O)c2ccc(C(=O)NNC(=O)c3ccccc3F)cc2)C1 (stereo not drawn),-16.8,.,.,-31.8%,-14.6%,.
O=C(CCn1c(=O)oc2ccccc21)N1CCN(c2ccccc2Cl)CC1,14.8,-8.7%,-12.7%,14.6%,?,5.5%
CCc1[nH]nc2c1C(C(C)C)C(C#N)=C(N)O2 (stereo not drawn),-20.5,-10.1%,-4.4%,-4.9%,14.8%,-9.3%
CCOC(=O)C1CCCN(C(=S)NC(=O)/C=C/c2ccc(F)cc2)C1 (stereo not drawn),-82.3*,0.9%,9.5%,-23.5%,-15.1%,?
O=C(NCc1ccc(Cl)cc1)C(=O)Nc1cccc(Br)c1,1.0,2.7%,-7.8%,.,.,.
NC(=S)Nc1cc(Cl)cc(Cl)c1,-39.4,3.1%,10.2%,-16.3%,-2.9%,-6.7%
CCOC(=O)c1sc(-c2ccc(OC)cc2)cc1NC(C)=O,41.8,-5.6%,-17.0%,203.2%[activator],?,4.0%
COc1ccc(C)cc1S(=O)(=O)N(CC(=O)Nc1cccc([N+](=O)[O-])c1)c1ccccc1,?,-2.7%,-1.8%,-26.0%,0.7%,-11.0%
N#Cc1cc2c(nc1Cl)CCC2,-2.2,1.9%,1.3%,-3.0%,11.6%,1.5%
Nn1c(SCc2ccc(C(=O)O)cc2)nnc1-c1ccc(Cl)cc1Cl,?,-1.8%,9.8%,-16.6%,13.7%,-3.7%
CCCN1C(=O)c2cc(C(=O)Nc3ccc(OC)c(OC)c3)ccc2C1Nc1ccc(OC)c(OC)c1 (stereo not drawn),12.8,0.7%,-25.8%,154.1%[activator],?,-15.8%
O=C(Nc1nccs1)c1cn(-c2ccccc2)nc1-c1ccccc1,?,-1.7%,9.6%,-22.0%,-25.4%,3.4%
COc1ccc2nc(SCCN(C)C)[nH]c2c1,56.9,-9.1%,-5.6%[57.1 µM],-25.6%,-2.5%,-26.2%
CCN1CCN(c2ccc([N+](=O)[O-])cc2C(=O)c2ccc(Cl)cc2)CC1,7.0,-2.3%,12.2%,14.6%,?,3.5%
CCC(C)N(C(=O)CSc1nc(C)nc2ccccc12)C1CCS(=O)(=O)C1 (stereo not drawn),-3.5,0.8%,-1.4%,-18.7%,15.5%,.
Cc1cc(C)c(NC(=O)COC(=O)CCn2c(C)csc2=O)c(C)c1,-19.4,8.3%,-4.9%,-7.3%,-2.9%,.
CCC(C)C(NC(=O)OCc1ccccc1)C(=O)NC(Cc1ccc(O)cc1)C(=O)OC (stereo not drawn),-24.4,2.8%,0.5%,-1.1%,32.4%[activator],-1.1%
Clc1ccc(SCc2cc(-c3ccccc3)on2)cc1,-21.1,0.7%,-14.1%,-30.4%,2.2%,3.1%
Cc1occc1-c1nnc(SCC(=O)NC2CCCC2)n1-c1ccccc1,-6.8,2.8%,-4.4%,-2.5%,?,3.6%
CCn1ncc(CNC(=O)C2(C)CC2(Cl)Cl)c1C (stereo not drawn),-30.7,4.5%,-2.8%,0.3%,20.5%,-0.9%
CCN(CC)CCCNC(=O)CSc1nc(-c2ccc(OC)cc2)cc(C(F)(F)F)n1,-37.3,-5.2%,15.5%,.,.,.
CS(=O)(=O)N1CCC(C(=O)Nc2ccc(OCc3ccccc3)cc2)CC1,5.2,?,0.2%,-7.1%,13.0%,0.0%
CCC(=O)Nc1ccc(S(=O)(=O)N2CCCCC2)cc1OC,-8.6,?,1.5%,-9.5%,9.4%,5.3%
O=C(N/N=C/c1ccncc1)C1CC1C(=O)N/N=C/c1ccncc1 (stereo not drawn),47.6,-1.7%,-7.2%,-13.9%,20.6%,-2.9%
COc1ccc(NC(=O)C2CCN(c3ncnc4c3nc3n4CCCCC3)CC2)cc1Cl,-30.2,2.3%,-7.2%,54.5%[activator],?,-15.6%
CCn1c(-c2ccco2)nc2ccccc21,41.8,-8.0%,31.6µM*,-0.9%,4.9%,-4.7%
Cc1cccc(NC(=O)Cn2c(=O)n(CCC(=O)NC3CCCC3)c(=O)c3ccccc32)c1,-9.6,?,-1.2%,-13.4%,11.3%,21.4%
COc1ccccc1-c1nc(-c2ccncc2)no1,111.0,1.0%,8.5%,-8.4%,-0.3%,4.1%
c1ccc(-c2cc3c(-n4cccc4)ncnc3o2)cc1,11.5,0.7%,-4.1%,-33.9%,?,6.8%
O=C(Nc1cccc(Cl)c1)c1cc2c(=O)[nH]c3ccccc3c2s1,34.1,-4.6%,-0.8%,.,.,.
Cc1ccsc1/C=C/c1n[nH]c(=O)c(C#N)c1C,?,-14.8%,0.1%,-2.1%,7.7%,-8.1%
O=C(CSc1nc(-c2ccco2)cc(C(F)(F)F)n1)NN1CCOCC1,1.0,3.3%,.,-4.8%,-17.3%,6.5%
N=c1c(C(=O)NCC2CCCO2)cc2c(=O)n3ccccc3nc2n1Cc1ccccc1 (stereo not drawn),34.1,0.1%,-13.9%,-0.4%,7.08µM*,5.4%
COc1ccc(NC(=S)NCc2cccnc2)cc1OC,4.0,-4.3%,.,-7.9%,17.8%,-1.5%
O=C(NCC(=O)N(c1ccccc1)C(C(=O)NCC1CCCO1)c1ccccc1)c1ccco1 (stereo not drawn),9.7,-1.6%,2.2%,43.5%,-4.9%,3.8%
Cc1ccc(-c2nc(CN(C)C(C3CC3)C3CC3)c(C)o2)cc1,59.5,0.8%,-15.0%,24.8%,-22.2%,-0.4%

# Just AmpC inh detg, for three of the compounds above:
smiles	AmpC inh detg
Cc1cccc(NC(=O)Cn2c(=O)n(CCC(=O)NC3CCCC3)c(=O)c3ccccc32)c1	?
COc1ccccc1-c1nc(-c2ccncc2)no1	1.0%
c1ccc(-c2cc3c(-n4cccc4)ncnc3o2)cc1	0.7%

# Remaining list, next part
mol,HCMV antiviral,AmpC inh detg,Sm TGR inh,AmpC no deterg,HCV inh,Giardia FBPA inh
Cc1ccccc1OCC(=O)N/N=C/c1ccc2c(c1)OCCO2,-13.1,?,-22.9%,-24.4%,1.0%,-0.4%
COc1ccc(OCC(=O)NCC(c2ccc(OC)cc2)N2CCCCC2)cc1 (stereo not drawn),15.2&2.4,?,-7.1%&0.7%,-1.4%,-1.4%,4.5%
COc1ccc(F)cc1S(=O)(=O)NCCN1CCOCC1,58.5,-5.4%,-4.5%,-9.7%,-3.7%,-9.3%
Cc1ccc(NC(=O)C(C)c2cccc(C(=O)c3ccccc3)c2)cc1O (stereo not drawn),-62.3*,-2.6%,-5.8%,-37.9%,?,-10.3%
COc1ccc(C2(CNC(=O)c3ccc(Br)o3)CCOCC2)cc1,26.2,-13.2%,3.1%,-2.8%,-1.5%,-1.5%
